hERG rescue: hERG (human) protection from proarrhythmic block; hit rate 0.51% among 310,000; CHO-hERG, FluxOR thallium flux, dofetilide IC70 present; activation (rescue from dofetilide block), less the hit threshold, % at 10 µM; AID 1511;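 active = activation above the mean of controls blocked by dofetilide plus 5 SD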;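 also: thallium influx through hERG after potassium depolarization seen as dye fluorescence rise; in these data hits start at about 4.7%; inactives centre near -7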
HDAC3 inh: inhibitors of human histone deacetylase 3 | O15379 | recombinant HDAC3, fluorogenic peptide/trypsin coupled, fluorescence | inhibition, % at 8.3 µM | hit rate 0.15% among 320,000 | AID 2718; in the data active = inhibition above about 26%, passing the limit was not always enough; inconclusive = no clear call, values can overlap the other calls
KCNK9 inh: blocks the human KCNK9 two-pore domain potassium channel | Q9NPC2 | HEK293 KCNK9, FluxOR thallium flux fluorescence; active compounds read low | B-score at 10 µM | hit rate 1.2% among 310,000 | AID 488922;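 active = ratio B-score over 3 SD below the library mean, with starting fluorescence within 5 SD of its mean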;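 also: negative B-score means less thallium flux so channel inhibition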
Target sequence (Q9NPC2 whole entry, looked up, the tested form may be a part): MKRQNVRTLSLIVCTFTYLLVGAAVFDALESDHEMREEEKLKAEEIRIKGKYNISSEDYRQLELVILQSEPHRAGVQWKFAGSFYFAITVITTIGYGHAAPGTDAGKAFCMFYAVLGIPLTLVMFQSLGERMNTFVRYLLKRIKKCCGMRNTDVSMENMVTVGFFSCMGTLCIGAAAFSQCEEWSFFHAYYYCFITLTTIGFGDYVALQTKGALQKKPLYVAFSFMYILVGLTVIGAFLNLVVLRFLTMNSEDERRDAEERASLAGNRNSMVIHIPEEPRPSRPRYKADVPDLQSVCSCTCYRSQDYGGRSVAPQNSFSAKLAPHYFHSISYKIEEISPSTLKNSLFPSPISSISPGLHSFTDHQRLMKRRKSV
TMEM16A act: activators or potentiators of mouse TMEM16A chloride channel; Q8BHY3; HEK293 TMEM16A/YFP-H148Q/I152L, iodide quench fluorescence; active compounds read low; B-score at 10 µM; hit rate 0.3% among 340,000;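 active = fluorescence-ratio B-score plate-corrected deviation score at least 3 library SD below zero, with starting fluorescence score within 5 deviations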;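 also: channel opened by trigger with iodide after compound preincubation; score built on the fluorescence ratio of max minus min over baseline; more negative score means more quench and so TMEM16A activation or potentiation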
RGS4 inh: inhibitors of human RGS4; P49798; HEK293 M3R/RGS4 inducible, Fluo-4 calcium flux; active compounds read high; triggered by carbachol at its EC20; B-score at 10 µM; hit rate 0.45% among 310,000;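 active = B-score, a plate-corrected calcium signal, over three deviations above library mean, with baseline fluorescence within five deviations of library mean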;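 also: RGS4 expression induced by doxycycline in cells with stable M3 receptor; B-score is computed from the integrated fluorescence ratio over baseline after carbachol; higher B-score means a larger calcium signal and so more RGS4 inhibition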
Target sequence (P49798 whole entry, looked up): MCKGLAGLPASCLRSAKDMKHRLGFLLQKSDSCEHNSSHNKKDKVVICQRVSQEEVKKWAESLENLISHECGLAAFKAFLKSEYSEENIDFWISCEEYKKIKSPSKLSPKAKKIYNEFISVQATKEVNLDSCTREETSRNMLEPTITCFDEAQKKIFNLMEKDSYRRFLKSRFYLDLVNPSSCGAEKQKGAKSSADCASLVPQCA
RGS4 act: potentiators or activators of RGS4 | HEK293 M3R/inducible RGS4, carbachol calcium flux Fluo4; active compounds read low | B-score at 10 µM | hit rate 0.92% among 310,000;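 active = B-score of the integrated calcium signal more than 4 SD below the library mean, with starting fluorescence not abnormally high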;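 also: negative B-score means reduced calcium response which marks RGS4 activation or potentiation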
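Assay system: HEK293 FlpIn-TREx cells, stable M3R, doxycycline-inducible RGS4 / Probe or stimulus: carbachol, ECmax concentration / Times: overnight RGS4 induction, 30 min dye load 37 °C, 20 min compound RT / Signal: kinetic calcium fluorescence imaging with Fluo4-AM dye, 2 µM / Measure: Agonist-evoked peak-minus-minimum fluorescence over baseline, integrated ratio, B score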
KCNQ1 pot: human KCNQ1 channel potentiation or activation. P51787. hit rate 0.35% among 310,000. B-score at 10 µM. CHO-K1 KCNQ1, thallium flux FluxOR fluorescence; active compounds read high;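 active = fluorescence ratio B-score, a plate-corrected score, at least three library SD, with initial intensity B-score within 5 SD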
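Doses: Single concentration per compound, DMSO matched to controls | Test system: KCNQ1-transfected CHO-K1 cells | Timing: 90 min dye loading and 20 min compound exposure, both at room temperature | Measured by: Kinetic FluxOR thallium fluorescence, 10-s 1-Hz baseline, 110-s post-stimulus read | Medium: Assay buffer with matched DMSO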
ANO1 block: blocks the mouse calcium-activated chloride channel TMEM16A; AID 588511; normalized B-score (activity score, 25-100; higher = stronger inhibition) at 10 µM; Q8BHY3; HEK293 TMEM16A/YFP iodide influx fluorescence, ionomycin; hit rate 1.2% among 310,000;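 active = ratio plate-corrected score three or more library SD toward inhibition, starting fluorescence score within five deviations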;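 also: score derived from kinetic fluorescence span divided by baseline fluorescence per well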
KCNQ1 inh: human KCNQ1 channel inhibition; P51787; CHO-K1 KCNQ1, FluxOR thallium flux fluorescence; active compounds read high; B-score at 10 µM; hit rate 1.3% among 310,000; AID 2642;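 active = compounds whose thallium flux B-score, printed positive for inhibition, exceeds three library SD while starting fluorescence stays within three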;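 also: channel opened by potassium depolarization with thallium stimulus after 20 min compound exposure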
SKKanGAS inh: inhibitors of SKKanGAS S. pyogenes growth in kanamycin (SK-promoter or general growth effect); BacTiter-Glo, 6 h; inhibition, % at 7.5 µM; hit rate 1.3% among 300,000;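 active = mean replicate score, as percent of positive control median, at least 50; inconclusive = mean below 50 but one replicate at or above 50; inactive = mean and every replicate below 50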;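 also: strain carries kanamycin resistance gene driven by streptokinase promoter and grows in 40 µg/ml kanamycin; loss of luminescence reflects streptokinase promoter inhibition or plain growth inhibition; 0% = median of DMSO wells and 100% = positive control at its reference dose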
KCNK3 inh: human KCNK3 channel inhibition, primary screen. O14649. CHO-KCNK3 thallium flux, FluxOR fluorescence; active compounds read low. B-score at 10 µM. hit rate 0.84% among 340,000. AID 602410;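 active = B-score under library mean minus 4 SD, starting fluorescence ratio at most library mean plus 5 SD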;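 also: more negative B-score means stronger inhibition of thallium flux through KCNK3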
Target sequence (O14649 whole entry, looked up): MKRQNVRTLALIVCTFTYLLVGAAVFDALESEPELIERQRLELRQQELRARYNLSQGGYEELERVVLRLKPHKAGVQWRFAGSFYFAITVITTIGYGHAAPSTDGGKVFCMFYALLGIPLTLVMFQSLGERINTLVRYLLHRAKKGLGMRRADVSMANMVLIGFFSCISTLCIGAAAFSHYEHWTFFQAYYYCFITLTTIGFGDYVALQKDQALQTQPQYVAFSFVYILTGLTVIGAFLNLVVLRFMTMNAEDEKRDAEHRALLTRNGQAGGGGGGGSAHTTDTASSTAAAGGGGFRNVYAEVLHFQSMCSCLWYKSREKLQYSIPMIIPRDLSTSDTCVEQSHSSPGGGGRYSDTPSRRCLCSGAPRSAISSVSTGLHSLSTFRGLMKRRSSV
Active calls of the source: *; i = inactive; u = inconclusive; x = no result given.

SMILES	hERG rescue	HDAC3 inh	KCNK9 inh	TMEM16A act	RGS4 inh	RGS4 act	KCNQ1 pot	ANO1 block	KCNQ1 inh	SKKanGAS inh	KCNK3 inh
O=C1CC(NC2CCN(C(=O)c3cccc(F)c3)CC2)C(=O)N1 (configuration not stated)	-7	2	i	i	i	i	i	i	i	-3	i
CCOC(=O)c1ccccc1NC(=O)COC(=O)CC1CCCCC1	-6	2	i	i	i	i	i	i	i	10	-9.7*
CC(C)c1cc(C(=O)Nc2cc(Br)ccc2O)no1	-1	1	i	i	i	i	i	i	i	-8	i
COc1ccc(CNc2nc(-c3cccnc3)nn2S(C)(=O)=O)cc1	-12	-4	i	i	i	i	i	i	i	4	i
COc1ccc(-c2nc(CC(=O)O)cs2)cc1OC	-4	-50	i	x	i	i	i	i	i	-4	x
CC(Oc1ccc(F)cc1)C(=O)N1CCN(c2ncccn2)CC1 (configuration not stated)	-6	2	i	i	i	i	i	i	i	0	i
C/C(=N\OCC(=O)OCC(=O)N(Cc1ccccc1)C(C)(C)C)c1ccc2c(c1)OCO2	-8	12	i	i	i	i	i	i	i	9	i
CCCCCN(C(=O)CCC(=O)OCc1ccc(C(C)(C)C)cc1)c1c(N)n(CCCC)c(=O)[nH]c1=O	-8	0	i	i	i	i	i	i	i	4	i
CN(C)c1ccc(P(=O)(OCc2ccccc2)C(O)c2ccccc2F)cc1 (configuration not stated)	-15	2	i	i	i	i	i	i	i	1	i
CCOC(=O)c1c(NC(=O)C(C)OC(=O)c2ccc(NC(=O)CC#N)cc2)sc2c1CCCC2 (configuration not stated)	-12	-11	i	i	i	i	i	i	8*	38	-9.1*
O=C(CN1CCC(NC(=O)c2cccc(F)c2)CC1)NCc1cccs1	-5	-4	i	i	i	i	i	i	i	-3	i
COC(=O)c1cc(C(=O)Cc2ccccc2)c[nH]1	-9	0	i	x	i	i	i	i	i	-1	x
O=C(Cn1cnc2c(nnn2Cc2ccc(Cl)cc2)c1=O)OCc1ccccc1	1	0	i	i	i	i	i	i	i	-1	i
O=C(CCc1nnc2ccc(N3CCC4(CC3)OCCO4)nn12)Nc1ccc(F)cc1	-8	-3	i	i	i	i	i	i	i	0	i
CC1(C)C2(C#N)C(N)=NC3(OCCO3)C12C#N (configuration not stated)	-11	-11	i	i	i	i	i	i	i	-3	i
C[C@@H](O)[C@H]1C(=O)N2C(C(=O)O)=C(S[C@@H]3CN[C@H](C(=O)N(C)C)C3)[C@H](C)[C@H]12	-7	4	i	x	i	i	i	i	i	110*	x
O=C(O)c1ccc(CSc2ncn[nH]2)cc1	0	-1	i	i	i	i	i	i	i	-12	i
COC(=O)NC1CSCC1OC(=O)CN1C(=O)c2ccccc2C1=O (configuration not stated)	-10	-6	i	i	i	i	i	i	i	4	i
COC(=O)Cn1c2c(c3cc(C)ccc31)CCCC2	-11	-3	i	i	i	i	i	i	i	5	i
O=C(O)C1C2C=CC(O2)C1C(=O)Nc1ccc(S(=O)(=O)N2CCc3ccccc32)cc1 (configuration not stated)	0	-1	i	i	i	i	i	i	i	-12	i
CC(C)OC(=O)c1cn(-c2ccccc2)nc1-c1ccco1	-9	3	i	i	i	i	i	i	i	12	i
CCOc1c(C(N)=O)c(-c2ccccc2)c2c(=O)[nH]c3ccccc3n12	-3	-19	i	i	i	i	i	i	i	-11	i
CN(C)c1cc[nH]c(=O)c1C#N	-6	-1	i	i	i	i	i	i	i	-1	i
CN(c1ccc(C(=O)NC2CCCC2)cc1)S(=O)(=O)c1ccc(Cl)cc1	-2	8	i	i	i	i	i	i	i	0	i
Cc1c(C(=O)O)cccc1-c1ccc(/C=C2\SC(=O)NC2=O)o1	-8	4	i	i	i	i	i	i	i	13	i
CN1c2ccccc2C(C)(C)C12C=Nc1c(ccc3ccccc13)O2 (configuration not stated)	-11	-3	i	i	i	i	i	i	i	105*	i
CSCCC(NC(=O)C1CCC(C)CC1)C(=O)Nc1ccc(NC(C)=O)cc1 (configuration not stated)	-4	1	i	i	i	i	i	i	i	26	i
O=C(c1ccccn1)N1CCN(S(=O)(=O)c2ccc(F)cc2)CC1	-8	-7	i	i	i	i	i	i	i	1	i
COc1cc(C2C(C#N)=C(N)Oc3c2ccc2ccccc32)ccc1OCC(=O)Nc1ccc(C)cc1 (configuration not stated)	-2	1	i	i	i	i	i	i	i	9	i
CCn1c(SCC(=O)NC(C)(C)C)nnc1-c1ccccn1	-5	6	i	i	i	i	i	i	i	-1	i
Cc1nc(C2CCCCC2)c(-c2ccccc2)c(N2CCOC2=O)c1C	-10	-6	i	i	i	i	i	i	i	8	i
O=c1c2ccccc2nc(-c2ccccc2)n1Cc1ccc(Cl)cc1	-10	-8	i	i	i	i	i	i	i	24	i
COc1ccc(OC)c(CNC(=O)c2cc(=O)[nH]c3ccc(S(=O)(=O)N4CCCC4)cc23)c1	-8	5	i	x	i	i	i	i	i	-9	x
CCC(C)(NC(=O)c1ccccn1)C(=O)NC1CCCCC1 (configuration not stated)	-10	-6	i	i	i	i	i	i	i	2	i
CC(CN1CCN(C)CC1)OC(=O)c1cccc(Cl)c1 (configuration not stated)	-4	-4	i	i	i	i	i	i	i	-2	i
OCC1(CCOc2ccccc2)CCN(Cc2ccc3cccc(F)c3n2)CC1	-7	3	i	i	i	i	i	i	i	-4	i
COc1ccc(C)cc1NC(=O)CSc1nc2ccccc2nc1N1CCCC1	-12	2	i	i	i	i	i	i	i	5	i
CN1CCN(C2CC(=O)N(c3ccc4c(c3)OCCO4)C2=O)CC1 (configuration not stated)	-2	-2	i	i	i	i	i	i	i	-2	i
CN1C(=O)CC(N2CCN(C(=O)c3ccccc3)CC2)C1=O (configuration not stated)	-2	-1	i	i	i	i	i	i	i	3	i
O=C(N/N=C/c1ccccn1)NC12CC3CC(CC(C3)C1)C2	-8	2	i	i	i	i	i	i	i	-1	i
CCS(=O)(=O)c1ccc(O)c(NC(=O)Nc2ccccc2)c1	-10	u	i	i	i	i	i	i	i	3	i
COc1ccc(N(CC(=O)Nc2ccc3c(c2)OCO3)S(C)(=O)=O)c(OC)c1	-9	1	i	i	i	i	i	i	i	0	i
C/C=C/c1ccc(OCC(=O)Nc2ccncc2)c(OC)c1	-10	11	i	i	i	i	i	i	i	-10	i
COc1cc2c(cc1OC)C(C1(O)CCCCC1)NCC2 (configuration not stated)	-7	-6	i	i	i	i	i	i	i	-2	i
NC(=O)NC(c1ccccc1)c1cccc2ccccc12 (configuration not stated)	-7	-2	i	i	i	i	i	i	i	-1	i
COc1ccc(CN2C(=O)[C@@H]3Cc4c([nH]c5ccccc45)C(C)(C)N3C2=O)cc1	-4	7	i	i	i	i	i	i	i	5	i
COc1ccc(NC(=O)c2ccc3c(c2)OCCO3)cc1OC	-9	-8	i	i	i	i	i	i	i	-2	i
Cc1ccc(S(=O)(=O)N2CCC(C(=O)NCCN3CCOCC3)CC2)cc1C	-7	-1	i	i	i	i	i	i	i	2	i
CCN(CC(=O)N1CCOCC1)S(=O)(=O)c1cc(Cl)ccc1Cl	-5	-1	i	i	i	i	i	i	i	2	i
COc1cc(NS(=O)(=O)c2ccc(N/C=C\C(=O)c3ccc(C)cc3)cc2)nc(OC)n1	-8	-9	i	i	i	i	i	i	i	6	i

(further entries)
SMILES	hERG rescue	HDAC3 inh	KCNK9 inh	TMEM16A act	RGS4 inh	RGS4 act	KCNQ1 pot	ANO1 block	KCNQ1 inh	SKKanGAS inh	KCNK3 inh
Cc1cc(C(=O)Nc2ccccc2Cl)c2ccccc2n1	-7	3	i	i	i	i	i	i	i	-1	i
CCn1c(SCC(=O)Nc2ccccc2)nnc1-c1cccs1	-8	3	i	i	i	i	i	i	i	-3	i
CC1CCc2c(sc3ncn(CC(=O)N=Nc4c(O)[nH]c5ccccc45)c(=O)c23)C1 (configuration not stated)	-9	3	i	i	i	i	i	i	i	1	i
CCOCCCNC(=O)Cn1cnc2sc(C)c(S(=O)(=O)N3CCN(c4ncccn4)CC3)c2c1=O	-10	-1	i	i	i	i	i	i	i	-5	i
C=CCn1c(SCC(N)=O)nnc1-c1cc(Br)ccc1O	-12	-6	i	i	i	i	i	i	i	7	i
S=C(NCc1ccccc1)N1CCc2ccccc2C1	-5	5	i	i	i	i	i	i	i	4	i
Cc1ccc(S(=O)(=O)Nc2ccc3c(c2)n(C)c(=O)n3C)c(C)c1	-2	3	i	i	i	i	i	i	i	-3	i
O=C(O)CCCC(=O)N1CCN(c2ncccn2)CC1	-5	-3	i	i	i	i	i	i	i	4	i
CCCN(CC(=O)Nc1ccccc1OC)C(=O)c1cccc(S(=O)(=O)Nc2ccc(OC)cc2)c1	-12	3	i	i	i	i	i	i	i	-1	i
CCN(CC)C(=S)SCC(=O)Nc1nc(=O)c2ccccc2s1	-4	-8	i	i	i	i	i	i	i	-22	i
O=C(CSc1ccccc1C(=O)N1CCCCC1)NCC1CCCCC1	-13	9	i	i	i	i	i	i	i	3	i
CCOC(=O)NC(Nc1ccc(S(N)(=O)=O)cc1)(C(=O)OCC)C(F)(F)F (configuration not stated)	-3	3	i	i	i	i	i	i	i	2	i
O=C(c1ccc(S(=O)(=O)Nc2ccccc2)cc1)N1CCC1	-14	-1	i	i	i	i	i	i	i	-11	i
Nc1[nH]ncc1S(=O)(=O)c1ccccc1	-6	1	i	i	i	i	i	i	i	8	i
Clc1ccc(C(c2nnnn2C2CCCCC2)N(Cc2cccnc2)Cc2ccco2)cc1 (configuration not stated)	-9	x	-11*	i	i	i	i	x	i	41	i
Clc1ccc2nc(-c3ccccc3)c(CN3CCOCC3)n2c1	-11	0	i	i	i	i	i	i	i	0	i
O=C(COc1ccc(Cl)cc1Cl)N/N=C/c1ccc(OC2OC(CO)C(O)C(O)C2O)cc1 (configuration not stated)	-10	1	i	i	i	i	i	i	i	3	i
NC(CSCc1cccc(Br)c1)C(=O)O (configuration not stated)	-9	0	i	i	i	i	i	i	i	21	i
Nc1nc(NCCO)nc(NCC2CCCO2)c1[N+](=O)[O-] (configuration not stated)	-2	2	i	i	i	i	i	i	i	1	i

Rows were taken by chance; 6.3% or so of the library scored in one or more.
